TWEAK-Fn14 inh = inhibitors of TWEAK-Fn14 signaling, primary screen, luciferase reporter cells, uHTS; inhibition, % at 10 µM; AID 1159606, 2016; actives 2% (n = 360,000); TWEAK-stimulated Fn14 reporter cells, luciferase luminescence, 8 h; in the data active = inhibition above about 50%
KKLEB tox = cytotoxicity in KKLEB CF airway cells, primary screen, cytotoxicity control for CF NF-kB inhibitor project, cell-based, uHTS, fluorescence assay plates. KKLEB CF airway cells viability, ATPlite luminescence, overnight; hits give low values; cells stimulated with P. aeruginosa culture filtrate. activity change (cytotoxicity), % at 5 µM. actives 0.36% (n = 360,000). AID 602141, 2011;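 active = corrected activity change at or below -50% at 5 µM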
NCOA1 inh = SRC1 coactivator transcriptional activity inhibitors, primary screen, cell-based, luminescence | actives 0.12% (n = 360,000) | inhibition, % at 3.6 µM | HEK293 GAL4-SRC1 luciferase reporter | Nuclear receptor coactivator 1 (Homo sapiens), Q15788;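 active = inhibition above the campaign mean plus 3 SD, with each screening campaign given its own cutoff, cut at about 60% in these data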;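 note: 0% = DMSO treated cells and 100% = gossypol at 36 µM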
Target sequence (Q15788 whole entry, looked up, the tested form may be a part): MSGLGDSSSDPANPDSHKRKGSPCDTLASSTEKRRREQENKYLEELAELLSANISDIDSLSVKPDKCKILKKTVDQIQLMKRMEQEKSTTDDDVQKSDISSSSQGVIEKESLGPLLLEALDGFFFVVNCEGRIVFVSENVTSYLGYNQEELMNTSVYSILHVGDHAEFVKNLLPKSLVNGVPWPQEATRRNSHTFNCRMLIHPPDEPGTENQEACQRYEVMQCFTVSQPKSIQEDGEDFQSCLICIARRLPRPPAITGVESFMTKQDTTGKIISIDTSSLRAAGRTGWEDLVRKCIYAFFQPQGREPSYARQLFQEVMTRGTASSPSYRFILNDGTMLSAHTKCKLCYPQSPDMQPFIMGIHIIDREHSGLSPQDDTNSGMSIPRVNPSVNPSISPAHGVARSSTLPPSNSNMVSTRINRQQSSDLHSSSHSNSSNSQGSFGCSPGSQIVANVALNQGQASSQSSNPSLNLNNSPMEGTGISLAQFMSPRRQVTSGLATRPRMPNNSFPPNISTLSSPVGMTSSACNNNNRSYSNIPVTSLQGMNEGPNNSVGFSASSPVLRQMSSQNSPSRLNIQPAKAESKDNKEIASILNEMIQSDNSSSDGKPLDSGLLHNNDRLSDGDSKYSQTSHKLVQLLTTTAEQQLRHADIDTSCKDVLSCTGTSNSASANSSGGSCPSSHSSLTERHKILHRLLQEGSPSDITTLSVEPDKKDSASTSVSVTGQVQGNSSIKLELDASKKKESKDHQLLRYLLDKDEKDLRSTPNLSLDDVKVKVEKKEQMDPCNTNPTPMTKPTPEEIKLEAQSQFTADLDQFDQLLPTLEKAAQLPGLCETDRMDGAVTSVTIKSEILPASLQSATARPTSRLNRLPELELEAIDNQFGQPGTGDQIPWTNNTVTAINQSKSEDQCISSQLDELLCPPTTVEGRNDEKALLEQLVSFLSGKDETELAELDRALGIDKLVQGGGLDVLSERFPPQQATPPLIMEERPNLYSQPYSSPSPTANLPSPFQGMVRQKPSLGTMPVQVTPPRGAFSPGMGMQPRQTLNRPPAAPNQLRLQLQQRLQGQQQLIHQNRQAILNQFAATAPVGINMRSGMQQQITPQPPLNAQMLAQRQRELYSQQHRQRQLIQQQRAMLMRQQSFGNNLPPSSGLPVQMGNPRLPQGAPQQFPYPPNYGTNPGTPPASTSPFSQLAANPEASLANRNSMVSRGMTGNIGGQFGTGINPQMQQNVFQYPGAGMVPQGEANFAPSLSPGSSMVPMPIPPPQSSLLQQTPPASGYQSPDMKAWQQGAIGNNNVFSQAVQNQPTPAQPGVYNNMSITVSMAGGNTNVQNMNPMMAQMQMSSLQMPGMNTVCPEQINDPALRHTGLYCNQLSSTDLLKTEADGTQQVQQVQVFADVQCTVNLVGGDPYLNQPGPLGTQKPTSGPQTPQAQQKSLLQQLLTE
CF NFkB inh = inhibitors of PAF-induced NF-kB signaling, primary screen, cell-based, GFP fluorescence, uHTS; KKLEB NF-kB-GFP reporter, GFP fluorescence overnight; AID 588850, 2011; actives 0.86% (n = 360,000); inhibition, % at 5 µM;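 active = at least 50% inhibition at 5 µM, scaled per plate between neutral and stimulator controls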;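 note: PAF is a Pseudomonas aeruginosa culture filtrate used as stimulus; plate controls were PAF-stimulated DMSO wells for no effect and unstimulated DMSO wells for full effect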
TROY signal inh = inhibitors of TROY-driven NF-kB signaling, primary screen, Q293 LMP1-TROYcd cells, NF-kB luciferase, uHTS; Q293 LMP1-TROYcd NF-kB luciferase reporter, 4 h; inhibition, % at 10 µM; actives 0.98% (n = 360,000);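 active = compounds whose plate-normalised and pattern-corrected inhibition of the luciferase reporter signal at the single screening dose is 50% or more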
EBV LMP1 NFkB = EBV LMP1-driven NF-kappaB luciferase reporter inhibitors, primary screen, cell-based, luminescence, single point | LMP1-induced NF-kappaB luciferase reporter cells | inhibition, % at 12.5 µM | actives 0.69% (n = 350,000); in the data active = inhibition above about 41%;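 note: 0% = neutral control wells and 100% = reference inhibitor control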
NR2F2 inh = NR2F2 transcriptional activity inhibitors, primary screen, cell-based, luciferase reporter, HEK293T, luminescence; HEK293T NGFI-A luciferase reporter; inhibition, % at 8.6 µM; actives 0.7% (n = 370,000); AID 686940, 2013;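 active = inhibition above a per-plate cutoff, mean inhibition of test wells between control levels plus 3 SD, cut at about 38% in these data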;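 note: cells cotransfected with COUP-TFII expression vector driving the NGFI-A reporter; 0% = median of COUP-TF2 test wells and 100% = reporter-only cells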
NCOA2 inhibitor = inhibition of GAL4-SRC2 driven luciferase reporter, primary screen, SRC2 inhibitor project, cell-based, luminescence; Nuclear receptor coactivator 2 (Homo sapiens), Q15596; HEK293 GAL4-SRC2 luciferase reporter; inhibition, % at 9 µM; actives 0.17% (n = 370,000);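 active = inhibition above the mean inhibition of all tested compounds plus 3 SD, set per campaign, cut at about 52% in these data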;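 note: 0% = DMSO treated cells and 100% = cells given Gossypol at 36 µM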
NCOA3 inh = SRC3 coactivator transcriptional activity inhibitors, primary screen, cell-based, luminescence; inhibition, % at 3.6 µM; HEK293 GAL4-SRC3 luciferase reporter; Nuclear receptor coactivator 3 (Homo sapiens), Q9Y6Q9; actives 0.17% (n = 360,000); AID 588352, 2011;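 active = inhibition above a per-campaign cutoff, the mean of all compounds plus 3 SD, cut at about 60% in these data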;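 note: 0% = DMSO-treated cells and 100% = gossypol-treated cells at 36 µM; higher means less SRC3-driven luciferase light from the GAL4 reporter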
C8 TRAIL sens = viability loss with TRAIL in NB7+C8 cells, primary screen, TRAIL sensitizer project, cell-based, ATPlite luminescence | inhibition (viability loss, TRAIL sensitization), % at 10 µM | actives 1% (n = 360,000);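 active = compounds causing at least 50% loss of cell viability in the single-dose screen, relative to plate controls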
LRH-1 inv ag = LRH-1 (NR5A2) inverse agonists, primary screen, cell-based, luminescence, HEK293T, StAR-luciferase reporter | actives 0.13% (n = 360,000) | Nuclear receptor subfamily 5 group A member 2 (Homo sapiens), O00482 | LRH-1 transfected, 24 h | inhibition, % at 3.6 µM;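 active = inhibition above the mean inhibition of all tested compounds plus 3 SD, cut at about 73% in these data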;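 note: 0% = DMSO wells and 100% = reporter-only cells lacking LRH-1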
An asterisk follows results filed as active; . = not tested or not shown; & = joins results of further samples.

Start of the data: the first two compounds, to show the layout:
SMILES	TWEAK-Fn14 inh	KKLEB tox	NCOA1 inh	CF NFkB inh	TROY signal inh	EBV LMP1 NFkB	NR2F2 inh	NCOA2 inhibitor	NCOA3 inh	C8 TRAIL sens	LRH-1 inv ag
Cc1nc2cc(NS(=O)(=O)c3ccccc3)ccc2n1C	10	-7	5	-6	9	-6	16	15	-6	-2	2
CCNc1nc(SCCOc2ccc(Cl)cc2Cl)nc(N(C)C)n1	-30	-3	8	17	-10	5	0	5	14	2	7

All compounds of this part (from the top)
SMILES	TWEAK-Fn14 inh	KKLEB tox	NCOA1 inh	CF NFkB inh	TROY signal inh	EBV LMP1 NFkB	NR2F2 inh	NCOA2 inhibitor	NCOA3 inh	C8 TRAIL sens	LRH-1 inv ag
Cc1nc2cc(NS(=O)(=O)c3ccccc3)ccc2n1C	10	-7	5	-6	9	-6	16	15	-6	-2	2
CCNc1nc(SCCOc2ccc(Cl)cc2Cl)nc(N(C)C)n1	-30	-3	8	17	-10	5	0	5	14	2	7
Cc1cc(C)n(CC(=O)N2CCCC(N3CCN(c4cccc(C(F)(F)F)c4)CC3)C2)n1 (configuration not stated)	1	-4	-12	-6	-9	3	3	15	11	-2	19
Cc1cc(-c2ccco2)n(-c2ccccc2)n1	3	-2	-3	3	0	2	-17	17	-8	-4	7
O=C(CN(Cc1ccccc1Cl)C(=O)c1csnn1)NCc1ccc(F)cc1	8	-4	9	-13	0	-5	8	6	4	-5	-14
COc1ccc(OC2C(=O)N(c3ccc(C)c(C)c3)C2c2ccc(OC)c(OC)c2)cc1 (configuration not stated)	26	-6	6	-5	12	3	17	24	15	-2	5
O=C(Nc1c(F)cc(F)cc1Br)c1cc(-c2ccco2)on1	3	7	-10	23	-33	8	4	-9	-13	7	-41
COc1ccc(C(CNC(=O)c2cc(F)c(F)c(F)c2F)N2CCOCC2)cc1 (configuration not stated)	-2	14	-2	-13	4	7	-5	-6	-6	-3	5
S=C(Nc1ccc(Oc2ccccc2)cc1)Nc1cccnc1	-32	-5	-9	23	-32	-5	-5	-4	-3	3	-12
C=CCSc1nn2c(=O)c3ccccc3nc2s1	12	-7	-100	-12	-30	-16	-41	-34	-62	26	-158
Cc1ccc(CNC(=O)Nc2cccs2)cc1	40	4	-38	-23	27	-20	-28	-59	-51	17	-59
O=C(NC[C@@H]1CCCO1)c1cccc2c1C(=O)c1ccc(N3CCOCC3)cc1S2(=O)=O	13	-14	-9	4	-7	0	1	-4	-11	8	7
Cc1cc(Cl)c(S(=O)(=O)NC2CCCC2)cc1OCC(N)=O	0	12	-15	4	-3	4	0	14	15	-11	-1
COc1cc([N+](=O)[O-])ccc1NC(=S)N1CCOCC1	7	-18	-1	13	8	-3	-3	13	1	1	26
O=C1Nc2ccccc2/C1=N\c1sc2c(c1C(=O)Nc1ccccc1)CCCC2	23	-13	-10	-19	-15	-19	-8	-3	2	-11	-28
O=C1NCCSC1c1ccccc1 (configuration not stated)	-7	-6	-10	0	-17	4	-3	1	22	8	7
O=C(CN1CCC(Cc2ccccc2)CC1)NC(=O)NCc1ccco1	-5	-2	2	1	5	-12	11	-10	14	1	9
Cc1cc[n+](CC(=O)Nc2nc3ccccc3s2)cc1	-13	-5	2	-1	0	2	-4	-4	-13	0	-3
CCN(CC)C(=O)CSc1nc2c(sc(=S)n2-c2ccccc2OC)c(=O)n1-c1ccccc1	1	6	-3	-6	10	8	9	6	1	-8	8
O=C(c1ccc(OC2CCN(Cc3ccccc3C(F)(F)F)CC2)cc1)N1CCCCC1	-5	-7	-4	17	12	7	2	11	9	-8	-2
CN(CC(=O)Nc1ccccc1Cl)C(=O)COC(=O)/C=C/c1ccccc1	9	-2	-4	-8	-20	-4	12	10	9	3	-8
CC(Cc1c[nH]c2ccccc12)NC(=O)C1CCCNC1=O (configuration not stated)	-5	17	-25	-2	6	-6	-4	-4	-5	7	2
O=C(COC(=O)c1ccc2ncsc2c1)NC(=O)c1ccccc1	-10	-10	-4	11	2	0	-5	14	-10	-1	16
COc1ccccc1CNC(=O)COC(=O)c1cc(-c2ccco2)nc2ccccc12	10	7	-6	-4	9	2	-13	-10	-7	3	-1
O=C(c1ccc(F)cc1F)N1CCCN(c2nc(-c3ccccc3)ns2)CC1	0	3	5	7	-8	-3	6	-19	29	-12	9
O=C(Nc1nc(-c2ccc(S(=O)(=O)N3CCOCC3)cc2)cs1)c1ccccc1	85*	-1&-10	31&21	5&12	53*	33&35	68*	32&-5	37&27	28&29	41&32
Cc1cc(C)cc(C(=O)N(C)C2CCCN(Cc3ccccc3F)C2)c1 (configuration not stated)	0	-7	-22	-6	0	4	-6	15	5	2	14
Cc1ccccc1-c1nnnn1C1CCS(=O)(=O)C1 (configuration not stated)	2	6	-2	11	3	7	7	7	-3	0	7
CCOc1cccc(CNc2ccc(O)cc2)c1OCc1ccc(Cl)cc1	17	-3	-17	-10	4	-8	-1	-15	2	-1	5
CC(C)[C@H](NC(N)=O)C(=O)Nc1ccc2c(c1)CCC2	10	-2	0	-5	9	1	6	-8	12	5	1
CC(=O)c1ccc(NC(=O)[C@@]2(CC(=O)O)CC(/C=C/c3ccccc3)=NO2)cc1	-6	12	13	2	7	3	11	11	-2	-3	8
Nc1ccc(-c2nnn(CC(=O)N3CCCCC3)n2)cc1	14	-2	7	5	1	-12	-6	16	8	-4	11
FC(F)(F)c1nc2ccccc2n2c(-c3ccc(Cl)cc3)nnc12	15	-56*	6	76*	-71	53*	-7	-7	30	9	13
COc1ccc(Cn2cnc3c(NS(C)(=O)=O)c(C)c(C)cc32)cc1	-7	0	3	-1	7	12	13	-2	4	-8	6
COc1ccc(CCNC(=O)c2ccc3c(c2)N(Cc2ccc(F)cc2)CCS3)cc1OC	6	-19	-1	20	18	3	5	2	11	11	29
C#CCOCCOCCOCCNc1nc(N2CCN(C(=O)[C@H]([C@@H](C)CC)n3cc([C@@H](N)CO)nn3)CC2)nc(N2CCN(C(=O)[C@H]([C@@H](C)CC)n3cc([C@@H](N)Cc4ccc(O)cc4)nn3)CC2)n1	2	4	-6	-25	-9	4	.	.	-18	5	18
COc1ccc(NC(=S)N2CCN(S(=O)(=O)c3ccc(OC)cc3)CC2)cc1	-16	4	-1	-25	-17	5	8	12	-7	-7	-18
O=C(c1ccco1)N1CCN(C(c2ccc(F)cc2)c2nnnn2CC2CCCO2)CC1 (configuration not stated)	1	-6	2	-3	15	0	5	-3	16	-7	11
CC(=O)Nc1nonc1-c1nc2ccccc2n1Cc1nnc(C)o1	5	-1	3	2	4	-6	-1	3	-1	2	11
Cc1cc(-c2ccccc2)cc(=O)[nH]1	25	-1	-36	-7	-4	1	5	-21	2	3	25
CC1(C(=O)NS(=O)(=O)c2ccc3c(c2)CCO3)CCN1C(=O)COc1ccc(Cl)cc1 (configuration not stated)	18	1	-5	2	3	.	3	10	-5	-17	-8
CC(C)C(=O)Nc1ccc(N2CCCC2)cc1	-2	-4	-5	-5	16	-3	-2	-9	-31	-2	1
Cc1ccccc1NC(=O)NCc1ccco1	-2	1	17	-8	-13	8	-3	-1	1	2	11
CCCCc1cc(=O)oc2cc(C)cc(OCC(=O)N3CCC(C(N)=O)CC3)c12	-6	0	1	1	-24	-3	0	7	12	21	3
CC(=O)N1CCCc2cc(S(=O)(=O)N3CCC(C)CC3)ccc21	6	3	-1	-10	3	8	-6	-19	10	5	5
COc1ccccc1CN1CCNC(=O)C1CC(=O)NCCc1cnccn1 (configuration not stated)	14	0	4	-5	1	-6	-12	-24	7	8	-6
CCCc1nc(SCC(=O)Nc2nccs2)c2ccccc2n1	4	-10	-5	37	-3	7	2	9	19	-6	-6
CCn1cc(C(=O)N(C)c2ccccc2F)c2cc(OC)c(OC)cc2c1=O	-4	-17	16	7	3	6	-21	-25	-12	10	-2
COc1ccc(NC(=S)Nc2cc(-c3ccccc3)[nH]n2)cc1Cl	-21	21	-2	4	1	-7	12	4	4	21	-24
O=C1OCCN1S(=O)(=O)Nc1ccccc1	4	1	-2	-4	-2	1	-5	-25	-4	-2	8

Following part
SMILES	TWEAK-Fn14 inh	KKLEB tox	NCOA1 inh	CF NFkB inh	TROY signal inh	EBV LMP1 NFkB	NR2F2 inh	NCOA2 inhibitor	NCOA3 inh	C8 TRAIL sens	LRH-1 inv ag
Cc1ccc(/C=N/Nc2ccc3c(C(F)(F)F)cc(C(F)(F)F)nc3n2)cc1	-2	7	-11	3	19	0	.	.	14	-1	-8
COc1ccc(Cl)cc1NC(=O)c1cccc(-n2cnnn2)c1	-21	10	-3	-32	-13	0	-2	19	-47	4	17
Nc1nc(N)c(C=Nc2ccc(Br)cc2)c(Nc2ccc(Br)cc2)n1	11	-10	8	-18	-8	-15	-28	-9	-7	9	-6
COC(=O)[C@@H](Cc1ccccc1)NC(=O)NCCc1ccccc1	3	13	-6	-20	20	4	18	-14	-37	-3	0
CC1CC(C)CN(CCCOc2ccccc2[N+](=O)[O-])C1 (configuration not stated)	-11	12	6	-13	2	-6	-2	-9	21	0	6
O=C(/C=C/c1nc2ccccc2s1)N1CCCCCC1	-20	6	-89	-18	-33	-9	-45	-44	-62	25	-106
C=CCn1c(=N)n(CC(=O)O)c2ccccc21	6	9	-18	-20	8	-3	16	0	10	5	0
CCOC(=O)/C(=N/Nc1ccccc1)c1csc(Nc2ccccc2)n1	-2	5	11	4	-36	-40	9	26	10	1	4
O=S(=O)(NCc1csc(-c2cccs2)n1)c1ccccc1	-15	-4	6	-3	-12	-12	21	-24	-20	3	-19
CCC(=O)N(CC(=O)Nc1sc(C)c(C)c1C(N)=O)Cc1ccc(F)cc1	-7	9	-27	-9	1	-6	-8	-6	12	-1	-8
CN(C)C(=O)COc1ncnc2scc(-c3ccc(F)cc3)c12	-2	-9	-30	-2	-7	7	0	-22	13	-1	6
Cc1ccc(NC(=O)C(Nc2ccccc2)c2ccccc2)cc1 (configuration not stated)	-3	5	-17	6	-33	1	-2	-8	14	-8	-4
COc1ccc(NC(=O)c2cc(C3CCCCN3C(=O)c3cc(OC)c(C)c(OC)c3)on2)c(C)c1 (configuration not stated)	16	-5	12	0	7	.	20	-18	8	6	-1
Cc1ccccc1S(=O)(=O)Nc1ncnc2scc(-c3ccccc3)c12	21	5	17	12	21	6	11	-3	24	-7	-18
O=C(OCc1ccc(F)cc1)c1cc(S(=O)(=O)N2CCCCC2)ccc1N1CCOCC1	3	-3	7	11	-3	-3	-9	-16	1	12	-3
CN1C(=O)[C@@H]2[C@H](C1=O)[C@@H]1C(=O)Nc3ccccc3C(=O)N1[C@@H]2c1ccc(F)cc1	-3	-4	-2	-7	-12	0	3	-35	-4	4	-15
CCN(CC)S(=O)(=O)c1ccc(N2CCOCC2)c(NC(=O)COc2ccccc2C#N)c1	-32	-18	7	-6	-12	-4	-16	-13	9	-1	8
